Screening data: PubChem BioAssay, several laboratories
Fam108B inh – blocks mouse Fam108B hydrolase in RBBP9 counter-screen; AID 1947; recombinant Fam108B, FP-Rh probe fluorescence polarization; inhibition, % at 9.51 µM; 300,000 compounds, 0.33% hits;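 active means inhibition above the screen mean inhibition plus 3 SD, computed separately per campaign, cut at about 18% in these data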;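 further: inhibitors lower polarization as less probe binds the enzyme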
AHR act – activates the human aryl hydrocarbon receptor | P35869 | AID 2796 | 320,000 compounds, 2.5% hits | AHR-responsive luciferase reporter cells, luminescence | activation, % at 5 µM; in the data active means activation above about 47%;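 further: 0% = vehicle wells and 100% = reference agonist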
PME-1 inh – blocks human protein phosphatase methylesterase 1 | recombinant PME-1, FP-Rh probe fluorescence polarization | inhibition, % at 5.9 µM | 320,000 compounds, 0.53% hits | AID 2130;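 active means inhibition above the campaign mean of all compounds plus 3 SD, cut at about 26% in these data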;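 further: competitive labeling of PME-1 active site by serine hydrolase directed probe; 0% = PME-1 with DMSO and 100% = wells lacking PME-1 enzyme; inhibitors block probe labeling so polarization falls and inhibition rises; many of its hits are not listed in these tables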
GLD-1 RNA inh – GLD-1-TGE RNA interaction inhibition (C. elegans). Q17339. purified GLD-1 + fluorescein TGE RNA, fluorescence polarization. inhibition, % at 5.96 µM. 320,000 compounds, 0.44% hits. AID 2280;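 active means percent inhibition above a per-plate cutoff, the plate mean of test compounds plus 3 SD, cut at about 30% in these data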;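 further: 0% = DMSO wells with GLD-1 and probe and 100% = wells lacking GLD-1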
BCLXL inh – inhibitors of human Bcl-xL; 320,000 compounds, 0.7% hits; GST-Bcl-xL / FITC-Bim BH3 peptide fluorescence polarization; Q07817; inhibition, % at 10.9 µM;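 active means inhibition above the mean of all tested compounds plus 3 SD, cutoff set per campaign, cut at about 30% in these data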;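 further: 0% = DMSO wells and 100% = unlabeled Bim-BH3 peptide competitor; inhibitors lower millipolarization by displacing the labeled peptide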
MCL1 BIM primary – disrupts human MCL1 binding to BIM-BH3 peptide | Q07820 | GST-MCL1 / FITC-Bim-BH3 fluorescence polarization | inhibition, % at 10.9 µM | 320,000 compounds, 0.68% hits | AID 2057;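 active means inhibition above the mean inhibition of all tested compounds plus 3 SD, set per campaign, cut at about 40% in these data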;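 further: 0% = DMSO wells and 100% = unlabeled Bim-BH3 peptide control; higher means more loss of mP so more displacement of Bim peptide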
PAFAH1B2 inh – blocks human PAF acetylhydrolase 1b catalytic subunit 2; P68402; recombinant PAFAH1B2, FP-rhodamine activity probe, fluorescence polarization; inhibition, % at 3.39 µM; 340,000 compounds, 1.2% hits;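 active means inhibition above the mean of all tested compounds plus 3 SD, cut at about 24% in these data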;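 further: 0% = enzyme with DMSO and 100% = wells lacking PAFAH1B2; many of its hits are not listed in these tables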
MEX-5 binding – C. elegans MEX-5 TCR-2 RNA binding activity. 300,000 compounds, 0.38% hits. Q9XUB2. activity score (negative = inhibition of binding), % at 10 µM. MEX-5/FITC-TCR2 RNA binding, fluorescence polarization; hits give low values;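 active means inhibition past about -25% in most replicates, and total fluorescence under double the plate's negative control median, limit read from the data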;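 further: 0% = DMSO and -100% = 5 µM competing unlabeled TCR2 RNA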
Target sequence (Q9XUB2 whole entry, looked up): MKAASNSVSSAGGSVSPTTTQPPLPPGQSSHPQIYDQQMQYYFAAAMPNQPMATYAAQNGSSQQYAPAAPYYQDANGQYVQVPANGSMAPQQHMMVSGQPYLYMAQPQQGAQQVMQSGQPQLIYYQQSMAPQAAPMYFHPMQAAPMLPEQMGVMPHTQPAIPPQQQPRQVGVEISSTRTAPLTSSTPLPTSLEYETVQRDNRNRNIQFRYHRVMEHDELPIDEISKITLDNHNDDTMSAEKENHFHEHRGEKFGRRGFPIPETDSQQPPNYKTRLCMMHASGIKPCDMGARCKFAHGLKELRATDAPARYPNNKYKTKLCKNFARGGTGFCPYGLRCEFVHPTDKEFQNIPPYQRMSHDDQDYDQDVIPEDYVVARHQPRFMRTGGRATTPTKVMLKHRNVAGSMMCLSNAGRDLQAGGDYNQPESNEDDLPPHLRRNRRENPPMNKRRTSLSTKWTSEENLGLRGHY
pPAFAH inh – pPAFAH (human) enzyme inhibition | Q13093 | recombinant pPAFAH, FP-rhodamine probe fluorescence polarization | inhibition, % at 3.39 µM | 330,000 compounds, 1.5% hits;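 active means inhibition above the mean inhibition across the screen plus 3 SD, cut at about 25% in these data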;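 further: inhibitors block binding of the rhodamine activity-based probe so polarization drops; 0% = enzyme with DMSO and 100% = wells lacking pPAFAH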
Target sequence (Q13093 whole entry, looked up): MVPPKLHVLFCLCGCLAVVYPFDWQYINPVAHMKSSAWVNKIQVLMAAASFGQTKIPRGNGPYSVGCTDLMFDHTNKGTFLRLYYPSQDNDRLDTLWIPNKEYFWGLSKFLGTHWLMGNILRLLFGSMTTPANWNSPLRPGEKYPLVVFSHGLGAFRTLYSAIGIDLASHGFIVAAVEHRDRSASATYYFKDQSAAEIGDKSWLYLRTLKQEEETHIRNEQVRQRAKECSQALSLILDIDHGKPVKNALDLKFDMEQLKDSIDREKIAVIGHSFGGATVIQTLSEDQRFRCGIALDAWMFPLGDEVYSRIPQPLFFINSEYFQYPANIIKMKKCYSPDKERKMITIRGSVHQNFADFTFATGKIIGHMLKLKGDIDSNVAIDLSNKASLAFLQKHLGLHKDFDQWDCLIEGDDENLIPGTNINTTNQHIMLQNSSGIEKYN
The depositor's hits bear a star; x = not tested or not shown; & = joins results of further samples. This is a subset, so the mix of outcomes need not match the whole.

SMILES | Fam108B inh | AHR act | PME-1 inh | GLD-1 RNA inh | BCLXL inh | MCL1 BIM primary | PAFAH1B2 inh | MEX-5 binding | pPAFAH inh
Cc1ccc(NC(=O)NNC(=O)c2snnc2C)cc1 | 2 | 5 | -1 | -2 | -1 | 2 | 5 | -3.3 | 0
Fc1ccc(Nc2nnc(C(F)(F)F)s2)cc1Cl | -5 | 18 | 4 | 6 | 5 | 4 | 1 | 0.6 | 4
O=C(/C=C/c1ccc(OC(F)F)cc1)Nc1cccc(S(=O)(=O)NC2=NCCCCC2)c1 | -9 | -4 | -39 | 3 | -1 | -7 | 0 | -1.3 | -7
O=C(O)CC1(CC(=O)Nc2ccc(C(F)(F)F)cc2)CCCC1 | -5 | 3 | 1 | 0 | -1 | -4 | 5 | -0.7 | 0
C#CCOCCOCCOCCNc1nc(N2CCN(C(=O)[C@H](CCC(=O)O)n3cc(C(N)Cc4ccc(O)cc4)nn3)CC2)nc(N2CCN(C(=O)[C@H](CCC(=O)O)n3cc(C(N)CC(C)C)nn3)CC2)n1 (stereo not given in full) | -4 | -1 | -4 | -4 | -6 | -8 | x | -3.3 | -4
Cc1ccc(-c2noc(=O)n2CC(=O)c2ccc(Cl)cc2)cc1 | 0 | 9 | 3 | 2 | 2 | -6 | 6 | 0.3 | 1
CCN(CC)c1ccc(/C=N/Nc2ccc(C)cc2)c(O)c1 | 3 | 4 | 6 | 7 | 9 | 11 | 0 | x | 15
O=C(OCC(=O)N1CCc2ccccc2C1)c1ccc(Cl)c([N+](=O)[O-])c1 | x | 2 | 3 | 1 | 6 | 3 | 5 | x | 9
O=C(CCn1c(=O)[nH]c2ccccc2c1=O)N1CCN(c2ccc(Cl)cc2)CC1 | -1 | 1 | 3 | 7 | 2 | 3 | 7 | 1.0 | -6
CC(C)(C)CC(=O)Nc1cccc2c1CCCC2 | 1 | 2 | -1 | -5 | -4 | -2 | 3 | -3.0 | 4
CC(C)c1cc(C(=O)N/N=C/c2c[nH]c3ccccc23)n[nH]1 | 1 | 20 | 3 | -1 | 6 | 6 | 6 | -1.4 | 0
CCCOc1ccc(CN(CCO)CCO)cc1C(=O)OC | -2 | -1 | 1 | -5 | 1 | -3 | 0 | -1.2 | 3
COC(=O)NCc1ccc(CNC(=O)OC)cc1 | 0 | -1 | 2 | 7 | 3 | 1 | -4 | -0.1 | 5
CCN=C1SC(CC(=O)Nc2ccc(C(F)(F)F)cc2)C(=O)N1CC (stereo not given) | 5 | 0 | -3 | 4 | 9 | 11 | -1 | 1.3 | 4
Cc1ccc(C)c(N(CC(=O)NN=C2CCCCCCC2)S(C)(=O)=O)c1 | 1 | 12 | 0 | -7 | -3 | 0 | 1 | -0.5 | 0
COc1ccccc1NC(=S)NNC(=O)c1ccc(O)cc1 | 1 | 4 | -5 | 3 | 3 | 1 | 7 | -5.9 | 2
CC(CC(=O)NCCc1ccc(F)cc1)c1ccccc1 (stereo not given) | -1 | 2 | -2 | 5 | 6 | 7 | 4 | -0.3 | 0
COc1ccc(Cl)cc1NC(=O)CN(C)C(=O)c1ccc(-n2cncn2)cc1 | x | 5 | x | -2 | x | x | 3 | x | 2
CCc1ccccc1NC(=O)Nc1c(C)n(C)n(-c2ccccc2)c1=O | 4 | 0 | 8 | 1 | 4 | -7 | -5 | -0.8 | 4
COc1ccc(CCn2c(NCc3ccco3)nc3c2c(=O)[nH]c(=O)n3C)cc1 | 1 | 9 | 6 | 4 | 7 | 2 | 11 | 1.6 | -5
CCN(CC(=O)NC1CCS(=O)(=O)C1)S(=O)(=O)c1ccccc1Cl (stereo not given) | 3 | -2 | 5 | -7 | -2 | -5 | 0 | 2.4 | 1
CCCn1c(SCC(=O)Nc2ccc3c(c2)OCO3)n[nH]c1=O | x | 34 | x | 4 | x | x | 2 | x | 6
O=C(O)CCC(=O)N1N=C(c2ccc(Br)cc2)CC1c1cccs1 (stereo not given) | -1 | 5 | 1 | -2 | 3 | 2 | -1 | 2.8 | 1
CC(C)C[C@@H](CO)N1CCN(CC(C)C)CCC1=O | -2 | 1 | -3 | 4 | 2 | 4 | 3 | 3.3 | 6
CCSc1nc(O)cc(=O)n1-c1ccc(OC)cc1 | -2 | -1 | 2 | 3 | 6 | 3 | 4 | 3.0 | -2

Next records
SMILES | Fam108B inh | AHR act | PME-1 inh | GLD-1 RNA inh | BCLXL inh | MCL1 BIM primary | PAFAH1B2 inh | MEX-5 binding | pPAFAH inh
CCCCN1C(=O)C(=O)NC[C@@H]1CCCCN | -3 | 0 | -4 | -1 | 7 | 8 | 2 | 1.2 | 3
CCC(Sc1nc2c(c(=O)[nH]1)CCC2)C(=O)Nc1cccc(OC)c1 (stereo not given) | 2 | 0 | -2 | 0 | 6 | 12 | -1 | -0.5 | 5
CC(=O)c1ccc(NC(=O)c2cc(=O)[nH]c3ccccc23)cc1 | 0 | 18 | -4 | 7 | 3 | 0 | 4 | -0.9 | -6
COc1ccc(CCNC(=O)[C@@H](NC(=O)N2CCn3c2nc2ccccc23)C(C)C)cc1OC | -1 | 6 | 2 | -2 | 0 | -1 | 5 | -1.3 | -3
Cc1ccc(C=C2C(=O)c3ccccc3C2=O)o1 | -12 | 33 | -11 | -4 | 7 | 4 | -6 | -2.5 | 9
Cc1c(-n2cc(C(=O)O)c(=O)c3cc(F)c(N4CCCC(O)C4)c(F)c32)c(=O)n(-c2ccccc2)n1C (stereo not given) | 0 | 1 | -4 | 1 | -2 | -8 | -1 | -0.9 | 4
CC(=O)c1cccc(NC(=O)Cn2cnc(S(=O)(=O)N3CCCCC3)c2)c1 | 1 | -1 | 6 | 4 | 9 | -2 | 2 | -5.9 | 4
CCN(CC)S(=O)(=O)c1cccc(-c2n[nH]c(=S)n2C(C)COC)c1 (stereo not given) | 1 | 0 | 5 | 6 | -9 | -1 | -1 | 1.5 | 4
Cc1ccc(C(=O)NCCc2nnc3ccc(SCC(=O)Nc4c(C)cc(C)cc4C)nn23)cc1 | 0 | 8 | -6 | -4 | -2 | -3 | 1 | -3.6 | 3
O=C(CC1CCCC1)NCCS(=O)(=O)N1CCN(c2ccc(F)cc2)CC1 | -1 | 4 | 2 | 4 | 3 | 7 | 6 | -1.4 | 4
CCCCCCCCNC1=CC(=O)CC(C)(C)C1 | 1 | 3 | 0 | 3 | 5 | 9 | 3 | 1.4 | 6
O=S(=O)(NCC1CC1)c1ccc(F)c(Cl)c1 | -1 | 1 | -3 | -1 | 3 | -6 | 6 | -0.4 | 7
Nc1ccc(C(=O)O)c(O)c1 | 2&-4&3 | 24&0&-1&0 | -3&-5&-8 | 14&6&3&2 | 17&0&2 | 32&-2&6 | 3&7&0 | -9.0&-5.5 | 12&-2&3&6
Cc1c(/C=N/n2cnnc2)c2ccccc2n1C | 1 | 6 | 1 | 5 | 0 | -1 | 5 | 0.1 | 1
C=CCNC(=S)N1CCN(c2ccc([N+](=O)[O-])cc2)CC1 | 5 | -5 | 0 | 2 | -4 | -2 | -2 | -10 | 2
Nc1c(C=C2C=CC(=O)C=C2)c(=O)nc2sc(CC(=O)N3CCCC3)nn12 | -1 | 0 | 3 | -1 | 6 | -3 | 4 | 1.4 | 9
Cc1ccc(OCc2nnc(SCC(=O)CC(=O)Nc3ccccc3)o2)cc1 | 4 | 9 | -10 | -7 | -11 | -5 | 14 | -0.6 | 15
Cc1cccc(NC(=O)c2ccccc2OCC(=O)c2ccc(F)cc2)c1 | 1 | 3 | 0 | 6 | 4 | 1 | 2 | 1.1 | -1
O=C(O)c1ccc(-c2ccco2)n1Cc1ccccc1 | -6 | 2 | 8 | 7 | 5 | 9 | 9 | 0.2 | 5
CCN(CC)S(=O)(=O)c1ccc2[nH]c(=O)cc(C(=O)Nc3ccc(C)c(S(=O)(=O)N(CC)CC)c3)c2c1 | -8 | -3 | -1 | 4 | 5 | 0 | -7 | 4.5 | 18
CN1C(=O)c2cccc(NCCCCCCN3C(=O)c4ccccc4C3=O)c2C1=O | 3 | -2 | 4 | 3 | 3 | 1 | 2 | -3.5 | 0
COc1ccc(C(CNC(=O)COc2ccccc2OC)N(C)C)cc1OC (stereo not given) | 0 | 7 | -6 | 4 | 7 | 6 | -1 | -0.7 | 0
COc1ccc(N(CC(=O)Nc2nc3ccc(C)cc3s2)S(=O)(=O)c2c(C)nn(C)c2C)cc1 | -5 | 12 | -17 | 6 | -2 | -4 | -1 | -0.5 | -3
O=C1Nc2cc(Cl)c(Cl)cc2N(O)N1c1ccc(Cl)cc1 | -3 | -2 | 1 | 6 | 8 | 1 | 4 | 0.1 | 5
CCOc1ccc(N2C(=O)C3ON(c4ccccc4)C(c4cccs4)C3C2=O)cc1 (stereo not given) | -2 | 2 | 4 | -6 | -8 | -2 | 8 | -0.9 | 5

Next section
SMILES | Fam108B inh | AHR act | PME-1 inh | GLD-1 RNA inh | BCLXL inh | MCL1 BIM primary | PAFAH1B2 inh | MEX-5 binding | pPAFAH inh
COc1ccc([N+](=O)[O-])cc1N/C(=N/S(=O)(=O)c1ccccc1)c1ccccc1 | 1 | 113* | -1 | -3 | 8 | -1 | 4 | 0.1 | 7
Cc1ccc2c(c1)c1c3n2CCN(C=O)C3CCC1 (stereo not given) | 7 | 53* | 2 | 0 | 5 | 9 | 1 | -1.3 | 13
COc1ccc(CN2C(=O)CSC2c2ccccn2)cc1 (stereo not given) | 1 | 0 | -2 | 5 | 1 | 0 | 6 | -1.6 | 3
COc1ccc(CCNC(=O)C2=COCCO2)cc1 | 2 | 0 | 4 | -4 | -1 | 3 | 4 | 0.9 | 2
COc1cccc2c3c(c(=O)[nH]c12)CCC(C)(C)O3 | 8 | 5 | 3 | 0 | 7 | 3 | -2 | -4.4 | 3
CCCCn1c(N)c(N(CCOC)C(=O)c2cc(=O)[nH]c3ccccc23)c(=O)[nH]c1=O | x | 1 | -2 | 0 | 4 | -3 | -2 | x | -2
COc1ccccc1NC(=O)Nc1nc(CC(=O)Nc2cc(F)ccc2F)cs1 | 8 | 63* | 0 | -3 | -9 | -23 | -5 | 1.4 | 15
O=C(Nc1ccc(N2CCOCC2)cc1)C1CCN(C(=O)OCc2ccccc2)CC1 | 0 | 9 | -4 | -2 | -5 | -3 | 3 | -1.0 | 8
COc1cc(C(=O)O/N=C2\C=CC(=O)C(C)=C2)cc(OC)c1OC | 5 | 6 | -1 | -8 | 3 | 1 | 4 | -1.5 | 8
Cc1ccc(C)c(N2CCN(C(=O)c3cc(S(=O)(=O)N4CCOCC4)cn3C)CC2)c1 | -4 | 0 | 1 | 3 | 0 | -6 | 4 | -0.6 | -3
COc1cccc(/C=N/Nc2nc3ccccc3n3cnnc23)c1O | 11 | -5 | 29* | -2 | 9 | 11 | -2 | -4.7 | 4
CC(=O)c1cccc(NC(=O)c2cc(-n3cnnc3)ccc2Cl)c1 | 0 | 6 | 1 | 9 | 2 | -5 | 5 | -0.6 | 4
CCC1CCCCN1C(=O)CSc1nc(N)c(NC(=O)c2ccc(OC)c(OC)c2)c(=O)[nH]1 (stereo not given) | 3 | 1 | 5 | 9 | 7 | 4 | 15 | 1.1 | -1

Grouped by structure: the entries above containing a thiophene ring, fused or not (two)
SMILES | Fam108B inh | AHR act | PME-1 inh | GLD-1 RNA inh | BCLXL inh | MCL1 BIM primary | PAFAH1B2 inh | MEX-5 binding | pPAFAH inh
O=C(O)CCC(=O)N1N=C(c2ccc(Br)cc2)CC1c1cccs1 (stereo not given) | -1 | 5 | 1 | -2 | 3 | 2 | -1 | 2.8 | 1
CCOc1ccc(N2C(=O)C3ON(c4ccccc4)C(c4cccs4)C3C2=O)cc1 (stereo not given) | -2 | 2 | 4 | -6 | -8 | -2 | 8 | -0.9 | 5
